# CHT PAM – CHT positive allosteric modulators, primary screen, cell-based, membrane potential dye, choline EC20; High affinity choline transporter 1 (Homo sapiens), Q9GZV3; CHT-expressing cells; active compounds read high; LV-AA mutant CHT in HEK293 cells; B-score at 10 µM; actives 0.49% (n = 310,000); AID 488977, 2010;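 active = initial fluorescence not abnormally high and integrated response B-score, plate-corrected, over 3 SD above library mean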
# Target sequence (Q9GZV3 whole entry, looked up): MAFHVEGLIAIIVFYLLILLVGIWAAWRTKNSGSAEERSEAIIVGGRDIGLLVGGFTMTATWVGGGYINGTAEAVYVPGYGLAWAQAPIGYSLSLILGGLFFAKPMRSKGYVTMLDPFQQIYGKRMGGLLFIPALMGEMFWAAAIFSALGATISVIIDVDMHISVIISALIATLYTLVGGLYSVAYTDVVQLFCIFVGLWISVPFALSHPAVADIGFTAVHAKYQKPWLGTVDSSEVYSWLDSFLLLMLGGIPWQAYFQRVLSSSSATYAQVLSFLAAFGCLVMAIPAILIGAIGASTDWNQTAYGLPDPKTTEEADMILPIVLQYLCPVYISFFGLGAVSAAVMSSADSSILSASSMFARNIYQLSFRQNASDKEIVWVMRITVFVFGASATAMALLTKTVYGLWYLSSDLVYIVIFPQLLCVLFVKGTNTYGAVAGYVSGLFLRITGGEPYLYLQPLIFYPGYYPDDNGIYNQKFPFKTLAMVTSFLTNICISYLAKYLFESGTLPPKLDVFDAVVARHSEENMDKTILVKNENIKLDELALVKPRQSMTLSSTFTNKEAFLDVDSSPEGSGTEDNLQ
# OX1R antagonist – OX1R (HCRTR1) antagonists, primary screen, fluorescence, CHO/OX1R cells, Fluo-8 calcium, orexin A. inhibition, % at 5 µM. Fluo-8 calcium fluorescence. Orexin/Hypocretin receptor type 1 (Homo sapiens), O43613. actives 0.43% (n = 330,000);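 active = inhibition above its plate's threshold, mean inhibition of all tested compounds on the plate plus 3 SD, cut at about 37% in these data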;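 also: 0% = orexin A challenge wells and 100% = SB-334867-A antagonist wells; not every result past the cut was called active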
# Target sequence (O43613 whole entry, looked up): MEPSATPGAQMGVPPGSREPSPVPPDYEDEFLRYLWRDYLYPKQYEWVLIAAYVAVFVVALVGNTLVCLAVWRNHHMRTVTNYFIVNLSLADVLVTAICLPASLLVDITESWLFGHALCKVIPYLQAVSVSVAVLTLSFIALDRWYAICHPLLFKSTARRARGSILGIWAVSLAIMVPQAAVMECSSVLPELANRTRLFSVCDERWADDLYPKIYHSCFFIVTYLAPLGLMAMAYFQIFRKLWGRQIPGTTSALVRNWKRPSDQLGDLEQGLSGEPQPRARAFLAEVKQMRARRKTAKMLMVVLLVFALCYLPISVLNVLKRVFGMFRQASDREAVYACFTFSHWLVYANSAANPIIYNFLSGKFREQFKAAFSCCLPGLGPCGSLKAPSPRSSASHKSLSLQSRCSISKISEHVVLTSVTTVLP
# * marks the source's active call; other numbers are inactive results; i = inactive; x = not tested or not shown.
SMILES,CHT PAM,OX1R antagonist
COc1ccc(C(=O)NCc2nnc(SCC(=O)N3CCCC3)o2)cc1,i,-6.3
CCOc1ccc(NC2=NCCC(=O)N2Cc2cccs2)cc1,i,-14.8
Cc1ccc(NC(=S)Nc2ccc(F)cc2)cc1,i,6.1
COc1cc(C2CC(=O)N(CC(=O)NCC3CCCO3)c3ccccc3S2)cc(OC)c1OC (configuration not stated),i,-31.0
FC(F)(F)c1nc2ccccc2n2c(-c3c(Cl)cccc3Cl)nnc12,i,8.6
Cc1nc2sc(C(c3ccco3)N3CCC4(CC3)OCCO4)c(O)n2n1 (configuration not stated),i,-20.8
O=C(CN(Cc1ccccc1)C1=NCCS1)c1ccc(Cl)cc1,i,-24.8
Cc1cc(C(=O)Nc2ccccc2N2CCCCC2)no1,i,-39.8
Cc1ccc(S(=O)(=O)N(CC(=O)Nc2cc(C)ccc2C)C(=O)N2CCN(C)CC2)cc1,i,-3.1
NS(=O)(=O)c1ccc(CCNC(=O)Nc2ccc(Cl)c(Cl)c2)cc1,i,14.7
CCc1ccc2nc(NC(=O)c3ccc4c(=O)[nH]c(CN5CCOCC5)nc4c3)sc2c1,i,-27.2
CCCN(CC(=O)Nc1ccc(C(N)=O)cc1)CC(=O)Nc1ccccc1C,i,-16.5
Cc1ccc(NC(=O)CN2CCC(NC(=O)Cc3ccccc3)CC2)c(C)c1,i,-14.3
Cc1ccccc1-n1ncc2c([N+](=O)[O-])cc([N+](=O)[O-])cc21,i,-42.7
O=C(Nc1ccc(Br)cc1Cl)c1cnccn1,i,-52.5
COCCn1nnnc1SCC(=O)Nc1ccc2c(c1)OCO2,i,-4.8
COc1cccc(NC(=O)C(C)N2C(=O)c3ccccc3S2(=O)=O)c1 (configuration not stated),i,0.5
Cc1ccccc1-c1ccc(C(=O)NCc2ccccc2)o1,i,-18.1
O=c1c2sc(-c3ccccc3)cc2nc2n1CCCCC2,i,-28.4
CNc1oc(-c2cccs2)nc1C#N,i,-7.7
O=C(c1ccc(CSc2nc3ccncc3[nH]2)cc1)N1CCN(c2cccc(Cl)c2)CC1,i,22.4
Cc1cc(C)n(Cc2ccc(Cl)nc2)n1,i,5.5
CCc1ccc(N2CN(Cc3ccco3)CNC2=S)cc1,i,-5.9
O=C(Nc1cccc(F)c1)c1ccc2c(c1)OCCO2,i,-14.3
Cn1c2ccccc2c2cc(/C=C(\NC(=O)c3ccccc3)C(=O)O)ccc21,i,-4.2
SMILES,CHT PAM,OX1R antagonist
Nc1nonc1-c1nc2ccccc2n1Cc1ccc(Cl)cc1,i,0.6
COc1ccc(NC(=O)C2(S(=O)(=O)c3ccc(C)cc3)CC2)cc1OC,i,-27.4
CC(C)C(=O)Nc1nc(-c2ccc(S(=O)(=O)N3CCOCC3)cc2)cs1,i,-11.0
COc1cc(NC(=S)N2CCc3ccccc3C2)cc(OC)c1,i,-6.5
CC1CN(C(=O)/C=C/c2ccc3c(c2)OCO3)CC(C)O1 (configuration not stated),i,-12.7
COC(=O)CSc1ccc2c(N)c(C(=O)OC)sc2c1,i,-0.4
CN(CC(=O)Nc1cccc(F)c1)C(=O)c1cc([N+](=O)[O-])ccc1N1CCOCC1,i,-16.9
COc1ccc(NC(=S)NCCCN2CCCC2)cc1Cl,i,-5.0
C=CCc1ccc(OCCOCCOc2ccccc2[N+](=O)[O-])c(OC)c1,i,8.3
O=S(=O)(c1ccc(S(=O)(=O)N(Cc2cccs2)CC2CCCO2)cc1)N1CCCCC1 (configuration not stated),i,-17.9
COc1ccc(C(=O)Nc2ccc3cn[nH]c3c2)c(OC)c1,i,-33.1
COC(=O)C1=C(C)N(CCc2c[nH]c3ccccc23)C(=O)C1,i,-7.2
C1=C(c2ccccc2)Nc2nnnn2C1c1cccs1 (configuration not stated),i,-18.6
CCn1cc([N+](=O)[O-])c(C(=O)Nc2nc3ccc(OC)cc3s2)n1,i,13.7
O=C(CSc1ccc2nnc(-c3ccc(Cl)cc3)n2n1)N1CCc2ccccc21,i,-21.2
CCc1ccc(CNC(=O)c2ccc3c(c2)NC(=O)C(N2CCOCC2)S3)cc1 (configuration not stated),i,-17.8
CC(CCc1ccccc1)NC(=O)c1nnc(Cc2ccc(F)cc2)o1 (configuration not stated),i,-21.7
CS(=O)(=O)N(CC(=O)N1CCCC1)c1cc(C(F)(F)F)ccc1Cl,i,-3.6
CN(C)S(=O)(=O)c1ccc(Cl)c(NC(=O)COC(=O)/C=C/c2ccco2)c1,i,-14.5
Cc1c(NC(=S)NC(=O)c2ccc(-c3ccc(Cl)cc3)o2)cccc1C(=O)O,i,-9.5
CC(C)=C1C2CCC1C1C(=O)N(c3nc(-c4ccc(F)cc4)c(C)s3)C(=O)C21 (configuration not stated),i,20.6
COc1ccc(N2C(=O)C(CC(=O)Nc3ccc(F)cc3)N(CCc3cccs3)C2=O)cc1 (configuration not stated),i,-30.8
O=C(NCCN1CCOCC1)N1c2ccccc2Sc2ccccc21,i,-17.4
CCOc1ccccc1-c1nc(CN(Cc2cnn(C)c2)C(C)C)c(C)o1,i,-19.1
Nc1[nH]n2c(=O)cc(-c3ccccc3)nc2c1N=Nc1ccccc1,i,-12.5
SMILES,CHT PAM,OX1R antagonist
COC(=O)c1cc(NC2c3ccccc3C(=O)N2c2cccnc2)cc(C(=O)OC)c1 (configuration not stated),i,-18.5
O=[N+]([O-])c1cccc(S(=O)(=O)c2ccc(NCCOCCO)c([N+](=O)[O-])c2)c1,i,-2.8
O=C(NCC1CCCO1)c1onc(CSc2ccc(Cl)cc2)c1C(=O)O (configuration not stated),i,-17.0
C/C(CCc1oc2ccc(Br)cc2c1-c1ccc(C)o1)=N/O,i,-22.2
COc1cc(/C=N/n2nnnc2N)ccc1OC(C)C,i,x
COC(=O)c1ccc(N2CCOCC2)c(NC(=O)c2ccc3c(c2)OCO3)c1,i,-11.0
COc1ccc(NC(=O)C2=C(C)C(=O)OC23CCC(C)CC3)cc1Cl (configuration not stated),i,-36.4
c1ccc(-c2nnc3ccc(N4CCCC4)nn23)cc1,i,-9.9
COc1ccc(CNC(=O)c2cc3ccccc3o2)cc1OC,i,-10.8
OCCC1CN(Cc2cc(F)ccc2-n2cccn2)CCN1Cc1ccc(F)cc1 (configuration not stated),i,-22.0
C/C(=N\Nc1nc(N)cc(Cl)n1)c1ccc(F)cc1,i,2.1
O=C(NCCCN1CCN(c2cccc(Cl)c2)CC1)c1nc(-c2ccncc2)no1,i,-23.4
CCOC(=O)C1=C(C)NC(=O)C1(NC(=O)c1cccnc1)C(F)(F)F (configuration not stated),i,-10.3
Cc1cc(Nc2ccccc2)n(-c2nc3ccccc3[nH]2)n1,i,-20.9
CCCn1nnnc1NCc1cccc(Cl)c1,i,-11.9
CCC(=O)Nc1cc(C(=O)O)ccc1Sc1ccccc1,i,-2.7
Cc1ccc(CN2CCN(C(=O)CC(C)C)CC2)cc1,i,-24.0
COc1ccc(C2=NN(C(=O)CCC(=O)O)C(c3cccs3)C2)cc1 (configuration not stated),i,-11.0
COC(=O)c1cn(CC(=O)NC2CCCCCC2)c2ccccc12,i,-4.1
C=CC[C@@H](CC(=O)N(CCO)Cc1ccccc1)C(=O)N[C@@H](COC(=O)[C@@H](CC=C)Cc1ccc(F)cc1)Cc1c[nH]c2ccccc12,x,-13.1
NC(=O)N/N=C/c1cc(F)cc(F)c1,i,-5.8
COc1ccc(OC)c(N(CC(=O)NCCSC2CCCCC2)S(=O)(=O)c2ccccc2)c1,i,13.8
OC(CNCc1ccc(Cl)cc1)C(F)(F)F (configuration not stated),i,-9.9
CC1c2cc3c(cc2CCN1C(=O)c1ccc(Cl)cc1)OCCCO3 (configuration not stated),i,-36.5
COc1cc2c(cc1OC)C(C)N(S(=O)(=O)c1cn(C)c(C)n1)CC2 (configuration not stated),i,3.5

# Nothing new here: an excerpt of the list.
SMILES,CHT PAM,OX1R antagonist
COc1ccc(OC)c(N(CC(=O)NCCSC2CCCCC2)S(=O)(=O)c2ccccc2)c1,i,13.8
OC(CNCc1ccc(Cl)cc1)C(F)(F)F (configuration not stated),i,-9.9
CC1c2cc3c(cc2CCN1C(=O)c1ccc(Cl)cc1)OCCCO3 (configuration not stated),i,-36.5
COc1cc2c(cc1OC)C(C)N(S(=O)(=O)c1cn(C)c(C)n1)CC2 (configuration not stated),i,3.5

# (continued)
SMILES,CHT PAM,OX1R antagonist
CCOc1ccc(C2/C(=C(/O)c3ccc(OC)cc3)C(=O)C(=O)N2c2cc(C)on2)cc1OC (configuration not stated),i,-14.7
NC1=NC(=O)C(Cc2ccc(Br)cc2)S1 (configuration not stated),i,-15.0
COc1ccc(-c2cn3cccnc3n2)cc1NC(=O)c1cc(OC)c(OC)c(OC)c1,i,-25.1
O=C(N/N=C/c1c[nH]c2ccccc12)C1COc2ccccc2O1 (configuration not stated),i,-2.6
Cc1cc(NS(=O)(=O)c2ccc(NC(=O)COc3ccc(Cl)cc3Cl)cc2)no1,i,-14.5
Cc1ccc(C(C)C)c(OCC(=O)Nc2ccc(N3CCN(S(C)(=O)=O)CC3)cc2)c1,i,-39.2
CCN(C(=O)Cn1c(=O)n(Cc2ccccc2)c(=O)c2ccccc21)c1cccc(C)c1,i,-27.7
CC(C)Oc1cccc(C(=O)C2CCCN(Cc3cnc(N4CCOCC4)s3)C2)c1 (configuration not stated),i,-47.0
O=C(OCC1COc2ccccc2O1)c1ccccc1F (configuration not stated),i,-11.9
O=C(O)Cc1csc(NC(=O)c2ccco2)n1,i,-5.5
CC1CCc2cc(F)ccc2N1C(=O)c1ccc2c(c1)OCO2 (configuration not stated),i,-17.8
CCOc1cc(C)cc2oc(=O)cc(-c3ccccc3)c12,i,-3.7
Cc1cccc(Nc2ncnc3onc(-c4cccc(Cl)c4)c23)c1C,i,-29.3
Cc1cc2c(cc1C)N(C(=O)CSc1nncn1C)C(C)(C)c1ssc(=S)c1-2,i,-35.6
O=C(Nc1nccs1)C1C2CC3OC(=O)C1C3C2 (configuration not stated),i,-7.0
CC1=C(C(=O)c2ccccc2)C(c2cccc([N+](=O)[O-])c2)NC(=S)N1 (configuration not stated),i,-2.5
COc1cc(/C=C/C2=CC(C)(C)NC(=S)N2)cc(OC)c1OC,i,-12.2
O=C(CCn1c(=O)c2ccccc2n(CC(=O)NC2CCCC2)c1=O)NCCc1ccc(Cl)cc1,i,-18.8
COc1ccc(CNC(=O)CN(C)Cc2ccccc2F)cc1OC,i,-21.9
CCC(C)[C@H](NC(=O)NC1CCCc2ccccc21)C(=O)OC (some centres not stated),i,-6.3
O=c1[nH]c(/C=C/c2ccccc2F)nc2ccccc12,i,x
COc1ccc(-c2ccc3oc(-c4ccsc4)cc3c2)cc1,i,-1.8
CC(=O)COc1ncn(-c2ccccc2)n1,i,8.2
CC1CCCN(Cc2nc3c(c(=O)n(C)c(=O)n3C)n2Cc2c(F)cccc2Cl)C1 (configuration not stated),i,-31.7
CCc1ccc2c(c1)C(=O)C(=O)N2CCS(=O)(=O)c1ccccc1,i,-4.2
SMILES,CHT PAM,OX1R antagonist
O=S(=O)(NCc1ccccc1)c1ccc(-c2cnc(C3CC3)o2)cc1,i,-4.3
COc1ccc(-c2nc3ccccc3c(=O)n2N)cc1,i,-21.9
O=C(CCCc1c[nH]c2ccccc12)N1CCCCCC1,i,-7.3
COc1cc(NC(=O)COc2ccccc2)c(OC)cc1NC(C)=O,i,-33.0
O=C(CSc1ccc([N+](=O)[O-])cc1)NNC(=O)c1ccccc1F,i,-13.0
CNC(=S)N(CCO)Cc1cc2cc3c(cc2[nH]c1=O)OCO3,i,0.4
O=c1cc(C(F)(F)F)[nH]c2ccccc12,i,-5.3
CN(C)/C=C/C(=O)c1ccc2noc(-c3ccccc3)c2c1,i,-16.6
COc1cc(S(=O)(=O)Nc2ccc(C(=O)NCC(=O)O)cc2)ccc1NC(C)=O,i,-12.5
O=C(Nc1ccsc1C(=O)NC1CC1)c1ccccc1,i,-8.7
C/C(=N\Nc1nc(-c2ccccc2)cs1)c1cccs1,i,-9.2
CCC1(C)CC2(CCCN(CCC(=O)c3ccccc3)C2)CCO1 (configuration not stated),i,-6.3
CN(C(=O)CSc1nnc(N)s1)C1CCCCC1,i,5.5
O=C(CN1CCN(C(=O)CNC(=O)c2ccc3c(c2)OCO3)CC1)Nc1ccccc1Cl,x,-15.7
Cc1ccc(N2C(=O)N(C(C)C)C(C)(C)CC2(C)O)cc1 (configuration not stated),i,-11.8
COc1ccc(N2C(=O)CN=C2Nc2nc(C)cc(C)n2)cc1,i,-6.7
N#C/C(=C\c1ccc(F)cc1)c1nc(-c2ccco2)cs1,i,-2.5
CC(C)C(=O)Nc1ccc(N2CCCC2)c(Cl)c1,i,-21.9
CC(C)c1ccc(NC(=O)CSc2nnc(CN3CCOCC3)n2C)cc1,i,-3.3
CCc1ccccc1NC(=O)CN1CCN(C(=O)CCC(=O)N2CCC(c3ccccc3)=N2)CC1,x,-37.7
CCOC(=O)[C@H]1[C@H]2COc3ccccc3[C@@H]2N2C(=O)CN(CC3CCCO3)C(=O)[C@@]12C (some centres not stated),x,-10.9
CCC(=O)NC(c1ccco1)c1cc(Cl)c2cccnc2c1OC (configuration not stated),x,-20.9

# Entries shown so far with a nitro group on carbon:
SMILES,CHT PAM,OX1R antagonist
Cc1ccccc1-n1ncc2c([N+](=O)[O-])cc([N+](=O)[O-])cc21,i,-42.7
CN(CC(=O)Nc1cccc(F)c1)C(=O)c1cc([N+](=O)[O-])ccc1N1CCOCC1,i,-16.9
C=CCc1ccc(OCCOCCOc2ccccc2[N+](=O)[O-])c(OC)c1,i,8.3
CCn1cc([N+](=O)[O-])c(C(=O)Nc2nc3ccc(OC)cc3s2)n1,i,13.7
O=[N+]([O-])c1cccc(S(=O)(=O)c2ccc(NCCOCCO)c([N+](=O)[O-])c2)c1,i,-2.8
CC1=C(C(=O)c2ccccc2)C(c2cccc([N+](=O)[O-])c2)NC(=S)N1 (configuration not stated),i,-2.5
O=C(CSc1ccc([N+](=O)[O-])cc1)NNC(=O)c1ccccc1F,i,-13.0

# Compound activity from PubChem.

# This is a random part of the collection (roughly 0.83% active in at least one column).
